BaF3 tox: parental Ba/F3 viability inhibition as JAK2V617F counter-screen. CellTiter-Glo ATP luminescence. inhibition, % at 5.6 µM. 1.1% of 220,000 active. AID 1486;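 active = inhibition above a per-campaign cutoff, the mean inhibition of all tested compounds plus 3 SD, cut at about 27% in these data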;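 also: 0% = DMSO wells and 100% = JAK Inhibitor I control wells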
S1P4 agonist: agonists of human S1P4 receptor; activation, % at 4.98 µM; 0.35% of 220,000 active; S1P4-expressing cell line, agonist reporter assay; O95977; in the data active = activation above about 11%;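 also: 0% = DMSO vehicle and 100% = reference agonist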
Ba/F3 V617F tox: lowers viability of Ba/F3 cells expressing EpoR and JAK2V617F; ATP luminescence; inhibition, % at 5.6 µM; 1.1% of 220,000 active;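 active = inhibition above the campaign mean plus 3 SD over all tested compounds, cut at about 24% in these data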;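 also: cytokine-independent growth of Ba/F3 cells driven by EpoR plus mutant JAK2; 0% = DMSO-treated cells and 100% = JAK inhibitor I control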
TRPN1 ag: zebrafish TRPN1 (NompC) channel agonism. activation, % at 3 µM. 0.18% of 220,000 active. HEK293 zebrafish TRPN1-YFP, Fluo-8 calcium fluorescence; 100% = response to 87 µM carbachol;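 active = activation above its plate's cutoff, the mean activation of test wells on that plate plus 3 SD, cut at about 19% in these data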;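 also: 0% = DMSO alone and 100% = 87 µM carbachol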
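Material: zebrafish TRPN1-YFP in HEK293 cells. Doses: one dose of 3 µM, 0.3% DMSO. Incubation: dye 1 h 37 °C plus 30 min RT. Measured by: intracellular calcium fluorescence with Fluo-8.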
TRPML3 ag: activates the human TRPML3 channel; activation, % at 3 µM; 0.29% of 220,000 active; HEK293 TRPML3-YFP, Fluo-8 calcium fluorescence; 100% = the carbachol control signal; AID 1448; Q8TDD5;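 active = activation above its plate's cutoff, the mean activation of the plate's test wells plus 3 SD, cut at about 12% in these data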;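 also: 0% = DMSO only wells and 100% = carbachol wells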
Target sequence (Q8TDD5 whole entry, looked up): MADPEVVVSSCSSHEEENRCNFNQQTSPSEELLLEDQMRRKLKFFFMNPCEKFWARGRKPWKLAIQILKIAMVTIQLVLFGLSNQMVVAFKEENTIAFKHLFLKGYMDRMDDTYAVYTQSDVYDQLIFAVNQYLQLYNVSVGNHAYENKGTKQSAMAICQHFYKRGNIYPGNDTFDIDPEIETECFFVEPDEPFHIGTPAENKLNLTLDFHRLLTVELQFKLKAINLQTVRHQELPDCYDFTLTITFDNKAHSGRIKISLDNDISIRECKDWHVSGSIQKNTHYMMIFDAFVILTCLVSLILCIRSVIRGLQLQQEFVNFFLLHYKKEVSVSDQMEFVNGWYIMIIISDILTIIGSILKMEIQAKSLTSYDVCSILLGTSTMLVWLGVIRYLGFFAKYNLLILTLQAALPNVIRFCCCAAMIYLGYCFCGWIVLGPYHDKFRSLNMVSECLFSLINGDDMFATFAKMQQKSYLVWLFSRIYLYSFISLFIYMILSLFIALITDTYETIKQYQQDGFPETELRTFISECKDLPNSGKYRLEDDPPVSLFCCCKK
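Material: HEK293 cells stably carrying human TRPML3-YFP; compound dosing: single dose, 3 µM final nominal compound, 0.3% DMSO final; incubation: 1-h 37 °C dye load, 5-s basal, 120-s post-compound reads; technique: Fluo-8 intracellular calcium fluorescence, excitation 470-495 nm, emission 515-575 nm; read-out basis: percent activation from peak-to-basal fluorescence ratio, scaled between DMSO and carbachol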
PERK inh: inhibitors of human PERK kinase | CHO PERK-DD fusion, SEAP luminescence translation reporter | inhibition, % at 5.6 µM | 0.17% of 220,000 active | AID 1416;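 active = inhibition above the mean inhibition of all tested compounds plus 3 SD, set separately per screening campaign, cut at about 2.9% in these data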;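 also: PERK kinase domain activated by AP20187 dimerizer at 100 nM; 0% = DMSO with dimerizer and 100% = rapamycin at 8.4 µM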
EP2 modulator: modulators of human EP2 prostaglandin E2 receptor; P43116; EP2-expressing cells, cAMP HTRF FRET, PGE2 co-stimulation; induction, % at 25 µM; 0.83% of 260,000 active; AID 940;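 active = compounds whose cAMP rise, as percent of the full-agonist control response, exceeds 60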;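 also: rat C6 glioma line stably carrying human EP2 under a CMV promoter; the protocol text gives 20 µM as final concentration; 100% = response of wells given 1 µM PGE2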
Target sequence (P43116 whole entry, looked up): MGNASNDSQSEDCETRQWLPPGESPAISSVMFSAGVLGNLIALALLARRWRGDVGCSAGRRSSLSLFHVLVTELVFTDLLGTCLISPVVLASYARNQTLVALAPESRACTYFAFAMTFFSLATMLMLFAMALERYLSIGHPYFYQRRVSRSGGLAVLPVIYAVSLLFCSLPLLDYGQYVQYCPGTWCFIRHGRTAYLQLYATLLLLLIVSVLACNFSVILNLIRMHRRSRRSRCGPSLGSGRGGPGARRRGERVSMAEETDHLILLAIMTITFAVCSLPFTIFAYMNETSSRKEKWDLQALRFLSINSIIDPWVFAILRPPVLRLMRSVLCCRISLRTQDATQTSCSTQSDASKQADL
S1P4 antagonist: antagonists of human S1P4 receptor. S1P4-expressing cells, antagonist mode, reporter read-out. O95977. AID 1510. 0.26% of 220,000 active. inhibition, % at 4.98 µM; in the data active = inhibition above about 29%;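 also: 0% = wells stimulated with agonist and 100% = vehicle wells without agonist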
Calpain2 inh: inhibitors of pig calpain II; purified calpain II, fluorogenic peptide substrate, 30 min; inhibition, % at 16 µM; 0.37% of 220,000 active;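 active = inhibition above about 50%, limit read from the data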
The depositor's hits bear a star; i = inactive; & = joins results of further samples.

SMILES	BaF3 tox	S1P4 agonist	Ba/F3 V617F tox	TRPN1 ag	TRPML3 ag	PERK inh	EP2 modulator	S1P4 antagonist	Calpain2 inh
CCOC(=O)C1(CCCc2ccccc2)CCN(C(=O)CCn2cnnn2)CC1	3.9	1.9	-0.9	1.5	0.9	0.0	-3.8	-6.4	-4.3
CCC(=O)Nc1cccc(NC(=S)NC(=O)c2cc3ccccc3o2)c1	0.1	0.2	-2.0	1.7	0.2	1.4	6.3	-11.1	-9.8
CC(C)OC(=O)c1ccc(OC(=O)c2cccnc2)cc1	5.6	-2.2	-1.3	-0.5	-0.4	0.9	27.6	-17.1	-30.6
Cc1nn(C(C)C(=O)N2CCCCC2)c(=O)c2c1sc1ccccc12 (stereo not given)	2.9	-1.7	0.3	2.0	-0.1	0.9	-30.6	-6.7	-42.8
COC(=O)/C=C1\SC(N2CCOCC2)=C(c2ccc(OC)cc2)C1=O	2.1	0.3	-1.4	-0.9	-0.3	1.4	11.8	-2.3	-12.2
CCC(=O)Nc1ccc(NC(=S)Nc2ccccc2)cc1	57.7*	-1.1	-2.4	0.1	0.7	0.9	-1.8	-8.9	4.4
O=C(CN1C(=O)c2ccccc2C1=O)Nc1nnc(C2CCCO2)s1 (stereo not given)	4.1	-0.6	-3.2	0.8	0.8	0.2	8.0	3.6	13.9
COc1ccc(NC(=O)Cn2cnc3ccccc3c2=O)cc1OC	7.0	-0.1	-1.1	1.5	1.1	0.6	11.0	7.0	-13.0
O=C(COc1ccc(Cl)cc1)c1ccc(O)cc1O	2.9	1.2	1.6	0.5	0.0	2.0	-15.1	-13.4	-10.3
Cc1ccc(O)c(-c2cc(-c3ccccc3C)[nH]n2)c1	6.9	1.8	-1.4	-0.1	0.4	-0.1	-11.7	14.8	33.2
O=C(NC1CCN(C(=S)NCc2ccco2)CC1)c1cccc(F)c1	4.5	2.0	-0.4	-1.1	0.1	0.0	-6.1	-11.8	-1.8
CC12CC3CC(C)(C1)CC(C(=O)Nc1nn[nH]n1)(C3)C2	5.4	-0.4	-2.1	0.6	1.0	1.3	20.9	-8.8	-43.9

4 entries already listed, ordered by molecular weight, rising.
SMILES	BaF3 tox	S1P4 agonist	Ba/F3 V617F tox	TRPN1 ag	TRPML3 ag	PERK inh	EP2 modulator	S1P4 antagonist	Calpain2 inh
CC12CC3CC(C)(C1)CC(C(=O)Nc1nn[nH]n1)(C3)C2	5.4	-0.4	-2.1	0.6	1.0	1.3	20.9	-8.8	-43.9
COc1ccc(NC(=O)Cn2cnc3ccccc3c2=O)cc1OC	7.0	-0.1	-1.1	1.5	1.1	0.6	11.0	7.0	-13.0
Cc1nn(C(C)C(=O)N2CCCCC2)c(=O)c2c1sc1ccccc12 (stereo not given)	2.9	-1.7	0.3	2.0	-0.1	0.9	-30.6	-6.7	-42.8
O=C(NC1CCN(C(=S)NCc2ccco2)CC1)c1cccc(F)c1	4.5	2.0	-0.4	-1.1	0.1	0.0	-6.1	-11.8	-1.8

(more compounds)
SMILES	BaF3 tox	S1P4 agonist	Ba/F3 V617F tox	TRPN1 ag	TRPML3 ag	PERK inh	EP2 modulator	S1P4 antagonist	Calpain2 inh
Cc1ccc(Nc2nc(N)nc(CSc3nnnn3-c3ccccc3)n2)cc1	5.1	0.5	-3.3	-1.0	-0.5	-0.6	-2.8	16.4	-24.2
Cc1c(C(=O)NCc2ccc3c(c2)OCO3)oc2ccc(S(=O)(=O)N3CCC(C)CC3)cc12	1.8	1.7	3.9	0.0	0.6	-0.2	-17.2	-5.8	-0.7
O=C(NC1CCCc2ccccc21)c1cc(S(=O)(=O)N2CCOCC2)ccc1F (stereo not given)	3.6	-0.7	-2.2	0.3	0.3	-0.3	-7.5	1.1	-15.5
COc1ccc(-c2cc(C#N)nc(Oc3ccc(Cl)cc3)n2)cc1	4.5	-0.8	0.3	-0.6	0.5	0.1	-39.4	3.8	-53.0
CC(NC(=O)CSC1=NCCS1)c1ccccc1 (stereo not given)	5.0	0.5	-0.5	0.1	0.2	0.7	16.4	-8.6	-12.6
COc1ccc(C)cc1S(=O)(=O)N(C)CC(=O)NC1CCCC1	1.6	-0.8	-1.8	-3.5	0.5	0.3	0.3	3.0	-6.6
O=C(CC1NCCNC1=O)OCc1ccccc1 (stereo not given)	0.9	0.0	-3.6	-0.5	0.9	0.9	3.2	-11.5	-16.2
FC(F)(F)c1cccc(NC(=S)Nc2cccc(Cl)c2)c1	6.9	-2.3	4.7	1.2	0.1	1.2	-51.5	3.3	9.8
COc1cc(OC)c(OC)cc1/C=N/n1c(C)nnc1C	3.3	0.2	1.7	-1.1	0.8	0.4	30.0	-5.2	-6.7
COc1ccc(C(=O)NCC2CCCO2)cc1S(=O)(=O)N1CCCc2ccccc21 (stereo not given)	10.4	-0.6	3.6	1.8	1.8	1.0	-7.2	-7.6	-18.6
CC(=O)Nc1nc2ccc(-c3nc4ccccc4o3)cc2s1	1.8	-0.1	-1.4	4.6	1.4	-0.3	-14.8	5.9	-113.3
Cc1cnc(NC(=O)CSc2nnc(-c3cccs3)n2C)s1	-0.2	0.6	-3.4	-1.0	0.0	-0.2	23.5	-3.6	-24.2
COc1ccc(/C(C)=N/NC(=O)CNC(=O)C2COc3ccccc3O2)c(OC)c1 (stereo not given)	2.7	-0.1	2.8	-0.1	-0.1	0.6	-30.5	1.2	14.2
CCN(CCCNC(=O)C1CCC(=O)N1C(C)C)c1cccc(C)c1 (stereo not given)	2.4	2.0	-2.0	0.0	0.0	-0.8	21.1	-1.2	17.6
Cc1cc(C)c(S(=O)(=O)Nc2ccc(O)cc2)c(C)c1	3.5	1.0	-3.1	1.9	1.3	1.0	-47.6	-7.1	13.9
CC[C@H](C)[C@H](NS(=O)(=O)c1ccc(C)cc1)C(=O)N1CCC(C(=O)N[C@H](C(=O)O)C(C)C)CC1	3.1	-0.3	1.4	1.8	0.2	1.1	13.4	2.8	-5.2
CC(NC(=O)C(NC(=O)C(Cc1c[nH]c2ccccc12)NC(=O)OC(C)(C)C)C(C)C)C(N)=O (stereo not given)	-0.5	-4.6	-2.7	-1.6	-0.1	0.7	-2.4	-7.3	15.4
Cc1nnc(SCC(=O)NC(=O)Nc2ccc3c(c2)OCCO3)n1N	6.7	1.1	-1.2	-0.7	-0.8	1.2	4.4	-24.6	4.0
Cc1ccc(/C(C#N)=C\c2ccc(N3CCOCC3)o2)cc1	36.4*	-0.8	1.7	2.4	0.0	1.1	-24.5	10.4	12.3
COc1ccc(-c2csc(C)n2)cc1	-1.1	-1.4	-0.1	-0.7	0.7	0.7	3.3	8.5	-10.7
O=C(Nc1cc(=O)[nH]c2ncnn12)c1ccccc1	3.0	0.8	0.8	0.7	0.8	0.3	17.2	-7.8	25.0
COc1cc(NC(=S)NC2CC(C)(C)NC(C)(C)C2)c(OC)cc1Cl	4.8	-0.4	4.7	0.6	0.4	-0.3	-29.9	10.4	-3.3
CCOC(=O)CN=C1CC(C)(C)CC2=C1Sc1ncnc(N(C)C)c1N2	1.7	-2.5	-3.1	0.5	0.4	0.3	19.3	-6.2	-1.1
COc1cc(NC(=S)NC(=O)c2c(OC)cccc2OC)ccc1NC(=O)c1cccs1	4.0	1.9	-0.1	1.1	0.4	-0.2	8.2	-12.5	-39.9
CN(C(=O)CC1C(=O)NCCN1Cc1ccc(F)cc1)C1CCOCC1 (stereo not given)	0.8	-0.8	1.3	-0.6	0.8	-1.3	-18.6	-6.0	16.6
c1cc(N2CCCC2)ccc1C(c1nnnn1C1CCCCC1)N1CCOCC1 (stereo not given)	6.5	-0.9	1.9	-0.8	0.2	-2.0	11.3&-13.3	12.3	-5.3
O=C(c1ccc(Cn2c(=S)[nH]c3ccc(N4CCOCC4)cc3c2=O)cc1)N1CCC(N2CCCCC2)CC1	5.4	0.2	-4.9	-0.1	0.9	0.8	21.4	-14.4	i
CC1=NNC(=O)C1CC(=O)N/N=C/C=C/c1ccccc1 (stereo not given)	-5.5	0.7	-1.2	1.4	1.2	0.5	-3.0	-16.0	-5.1
COc1cccc(NC(=O)CSc2c3c(nc4ccccc24)CCCC3)c1	1.3	-0.4	-0.1	0.4	-0.3	-1.0	10.8	20.3	2.2
O=c1[nH]c2ccccc2c2nc(-c3cccc(S(=O)(=O)N4CCCC4)c3)nn12	-1.9	1.4	-1.4	2.7	0.5	0.6	5.0	-13.3	-56.7
CCCCN1C=C(C(=O)OC)C(c2ccccc2C(F)(F)F)C(C(=O)OC)=C1	-1.8	0.5	-3.6	-1.4	0.7	0.1	31.0	-5.9	i
CCNC(=O)NC(=O)COC(=O)CCCSc1nc2ccccc2[nH]1	2.2	1.8	-2.4	-0.1	0.6	0.1	1.9	-9.7	14.7
O=C(NC(=S)Nc1ccc(CN2CCOCC2)cc1)c1ccco1	-2.6	1.1	-0.9	2.2	0.8	0.3	-11.0	-12.0	-16.3
Cc1cc(C)cc(C(=O)O/N=C(\N)c2ccc(Br)cc2)c1	0.7	-2.1	-4.8	0.6	0.5	0.5	14.9	-3.0	-17.9
COc1ccc(C)cc1NS(=O)(=O)c1ccc2c(c1)n(C)c(=O)n2C	4.9	1.0	-0.8	0.9	0.6	1.0	8.0	-10.3	-25.4
c1ccc(-c2nc3nonc3c3nc4ccccc4n23)cc1	-0.6	-0.7	-2.6	-0.7	0.6	0.4	-5.3	-9.0	-16.6
COC(=O)c1c(C)nc(C)c(C(=O)OC)c1-c1cccs1	7.8	1.0	1.9	0.0	1.1	0.2	12.7	-8.9	-13.2
COc1ccc(S(=O)(=O)N2CCOCC2)cc1NC(=O)COc1cccnc1[N+](=O)[O-]	9.5	0.2	1.7	2.9	1.4	1.5	0.1	-2.6	-10.2
O=C(N/N=C/C=C\c1ccccc1[N+](=O)[O-])c1cccs1	7.7	-0.7	2.7	1.7	0.1	0.3	-10.7	-11.2	31.3
N#C/C(=C(\O)c1ccco1)c1ccccn1	7.3	-0.5	-0.7	1.9	-0.1	0.6	11.8	-4.1	-16.1
Cc1ccc(Cc2cncc(O)c2)cc1S(=O)(=O)O	-2.5	1.6	-4.1	0.2	0.6	1.1	11.4	-5.5	-28.3
C/C(=N/NS(=O)(=O)c1ccc(C)cc1)[C@H]1C[C@@H]1c1ccccc1	-1.3	1.3	2.0	-2.5	-1.5	0.8	-7.8	8.6	0.6
CCOC(=O)Nc1cc2c(C)cc(=O)oc2cc1C	4.4	0.0	1.3	-0.6	1.0	1.1	42.4	-12.0	-185.1
COC(=O)C1C(c2ccccc2)C(C(=O)N2CCOCC2)C1c1ccccc1 (stereo not given)	4.2	0.1	-0.7	0.9	0.2	-1.3	-4.7	-13.6	18.1
CC(CCc1ccccc1)NC(=O)C(Cc1ccccc1)NS(=O)(=O)c1cccs1 (stereo not given)	3.6	0.1	-2.7	-1.6	-1.2	-1.3	20.3	-3.3	-0.1
CC(=O)Nc1ccc(S(=O)(=O)N2CCN=C2SCc2cccnc2)cc1	5.8	-0.1	-1.2	4.2	1.4	0.7	-1.1	-3.8	-39.6
Cc1c(/C=N\NC(=O)C2(C)CC2(Cl)Cl)cnn1C (stereo not given)	0.1	0.6	-0.2	1.2	0.1	0.0	20.6	-7.3	-0.6
O=c1cc(/C=C/c2ccccc2)oc2c1ccc1ccccc12	9.4	0.0	2.8	0.5	0.5	-0.6	24.8	3.0	-30.1
O=C(Nc1cccn(Cc2c(Cl)cccc2Cl)c1=O)c1ccc(Cl)cc1Cl	8.7	-0.5	-2.3	0.7	0.3	0.7	21.4	-4.1	12.4
